Source: PubChem
Tcruzi prolif: blocks T. cruzi growth in NIH3T3 culture; T. cruzi beta-gal in NIH3T3, GalScreen luminescence, 90 h; inhibition, % at 8.34 µM; actives 5.9% (n = 77,000); AID 624255;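 active = mean inhibition above about 93%, with at least 55% of replicates each passing it, limit read from the data, passing the limit was not always enough; inconclusive = only one of those two conditions holds; inactive = neither condition holds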
Pf Dd2 inh: blocks growth of Plasmodium falciparum Dd2 parasites; P. falciparum Dd2 growth, SYBR Green, 72 h; stronger effect = lower value; activity change, % at 10 µM; actives 2.3% (n = 94,000); in the data active = activity change below about -80%; inconclusive = no clear call, values can overlap the other calls
KDM4C inh: inhibitors of human demethylase GASC-1 KDM4C; GST-KDM4C 2-372, H3K9me3 peptide, LANCE TR-FRET; inhibition, % at 12.5 µM; actives 0.15% (n = 96,000);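 active = mean replicate inhibition above about 25%, with at least 55% of replicates also reaching it, limit read from the data, passing the limit was not always enough; inconclusive = only one of those two conditions met; inactive = neither condition met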
Target sequence (Q9H3R0 2-372 limits assumed): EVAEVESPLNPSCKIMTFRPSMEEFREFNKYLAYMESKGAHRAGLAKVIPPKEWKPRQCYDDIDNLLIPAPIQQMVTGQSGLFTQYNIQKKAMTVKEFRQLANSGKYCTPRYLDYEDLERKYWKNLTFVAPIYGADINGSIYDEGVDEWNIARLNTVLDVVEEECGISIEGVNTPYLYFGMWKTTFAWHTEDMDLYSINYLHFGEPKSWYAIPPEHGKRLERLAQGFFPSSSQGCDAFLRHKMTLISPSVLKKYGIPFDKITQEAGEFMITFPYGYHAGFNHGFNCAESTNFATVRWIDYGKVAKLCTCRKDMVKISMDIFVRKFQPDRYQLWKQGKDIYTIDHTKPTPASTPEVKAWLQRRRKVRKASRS
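Material: GST-tagged GASC-1 (JMJD2C) catalytic fragment, aa 2-372 / Quantity: enzyme final amount 10 nM / Medium: HEPES buffer, pH 7.5, plus ascorbate / Doses: one test concentration per compound / Incubation: 30 min reaction, 60 min detection, RT / Measured by: LANCE TR-FRET / Read-out: inhibition from TR-FRET ratio decrease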
C diff HTS: C. difficile growth inhibition | Clostridium difficile clinical isolate growth, OD600, 24 h; stronger effect = lower value | growth activity, negative = inhibition, % at 16 µg/mL (by protocol) | actives 0.25% (n = 86,000);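 active = mean growth activity at or below -80% and every replicate also at or below -80%; inconclusive = mean at or below -80% but some replicate above -80%; inactive = mean growth activity above -80%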;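 note: 0% = DMSO wells and -100% = levofloxacin 16 µg/mL wells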
* marks the source's active call; other numbers are inactive results; ? = inconclusive; · = no result given; & = joins results of further samples.

Sample of the layout:
Codes – A = Tcruzi prolif; B = Pf Dd2 inh; C = KDM4C inh; D = C diff HTS
C[C@@H]1CCCCO[C@@H](CN(C)C(=O)c2ccccc2)[C@H](C)CN([C@H](C)CO)C(=O)c2cc(NC(=O)Nc3ccc4c(c3)OCO4)ccc2O1
  A: 57	B: -37	C: -0.4	D: 12
CN(C)C(=O)[C@H]1[C@H](CO)[C@H]2Cn3c(ccc(C4=CCCC4)c3=O)[C@@H]1N2Cc1cccnc1
  A: 72	B: 2	C: -0.8	D: -1
CCS(=O)(=O)N1CCC2(CC1)CN[C@@H](CO)c1c2c2ccc(OC)cc2n1C
  A: ·	B: -25	C: 1.8	D: -9
C[C@H](CO)N1C[C@H](C)[C@H](CN(C)C(=O)Nc2cccc(F)c2)Oc2cc(C#CC3(O)CCCC3)ccc2S1(=O)=O
  A: 30&81	B: -71&-74	C: -1.3	D: 2&10
CN1[C@@H]2Cn3c(ccc(-c4ccncc4)c3=O)[C@H]1[C@@H](C(=O)NCC1CCCCC1)[C@@H]2CO
  A: -20	B: 15	C: -0.1	D: -1
CC(C)N(C[C@H]1N[C@@H](CO)[C@H]1c1ccccc1)C(=O)c1ccccc1
  A: -19	B: 6	C: ·	D: -4
O=C(C[C@@H]1C[C@@H]2c3cc(NC(=O)Nc4ccccc4F)ccc3O[C@@H]2[C@@H](CO)O1)NC1CCCC1
  A: 23	B: -52	C: -3.2	D: ·
COCC(=O)N1CC2(CN(Cc3ccc(OC)cc3)C2)c2c([nH]c3cc(OC)ccc23)[C@H]1CO
  A: ·	B: -24	C: -2.0	D: -2
COc1ccccc1-c1cn(CC[C@@H]2CC[C@@H](NC(=O)Cc3ccccn3)[C@H](CO)O2)nn1
  A: -5	B: -4	C: -0.9	D: 0
COc1ccc2c3c([nH]c2c1)[C@@H](CO)N(C(=O)NC(C)C)CC31CCN(C(=O)C2CCCCC2)CC1
  A: ·	B: -38	C: -3.2	D: -5
O=C(CC1CC1)N1CC[C@@H]2[C@@H](CO)Nc3ccc(-c4cccc(F)c4)cc3[C@@H]21
  A: 23	B: -10	C: -1.2	D: -16

The whole of this part, from the start:
Codes – A = Tcruzi prolif; B = Pf Dd2 inh; C = KDM4C inh; D = C diff HTS
C[C@@H]1CCCCO[C@@H](CN(C)C(=O)c2ccccc2)[C@H](C)CN([C@H](C)CO)C(=O)c2cc(NC(=O)Nc3ccc4c(c3)OCO4)ccc2O1
  A: 57	B: -37	C: -0.4	D: 12
CN(C)C(=O)[C@H]1[C@H](CO)[C@H]2Cn3c(ccc(C4=CCCC4)c3=O)[C@@H]1N2Cc1cccnc1
  A: 72	B: 2	C: -0.8	D: -1
CCS(=O)(=O)N1CCC2(CC1)CN[C@@H](CO)c1c2c2ccc(OC)cc2n1C
  A: ·	B: -25	C: 1.8	D: -9
C[C@H](CO)N1C[C@H](C)[C@H](CN(C)C(=O)Nc2cccc(F)c2)Oc2cc(C#CC3(O)CCCC3)ccc2S1(=O)=O
  A: 30&81	B: -71&-74	C: -1.3	D: 2&10
CN1[C@@H]2Cn3c(ccc(-c4ccncc4)c3=O)[C@H]1[C@@H](C(=O)NCC1CCCCC1)[C@@H]2CO
  A: -20	B: 15	C: -0.1	D: -1
CC(C)N(C[C@H]1N[C@@H](CO)[C@H]1c1ccccc1)C(=O)c1ccccc1
  A: -19	B: 6	C: ·	D: -4
O=C(C[C@@H]1C[C@@H]2c3cc(NC(=O)Nc4ccccc4F)ccc3O[C@@H]2[C@@H](CO)O1)NC1CCCC1
  A: 23	B: -52	C: -3.2	D: ·
COCC(=O)N1CC2(CN(Cc3ccc(OC)cc3)C2)c2c([nH]c3cc(OC)ccc23)[C@H]1CO
  A: ·	B: -24	C: -2.0	D: -2
COc1ccccc1-c1cn(CC[C@@H]2CC[C@@H](NC(=O)Cc3ccccn3)[C@H](CO)O2)nn1
  A: -5	B: -4	C: -0.9	D: 0
COc1ccc2c3c([nH]c2c1)[C@@H](CO)N(C(=O)NC(C)C)CC31CCN(C(=O)C2CCCCC2)CC1
  A: ·	B: -38	C: -3.2	D: -5
O=C(CC1CC1)N1CC[C@@H]2[C@@H](CO)Nc3ccc(-c4cccc(F)c4)cc3[C@@H]21
  A: 23	B: -10	C: -1.2	D: -16
COc1cccc(C(=O)Nc2ccc3c(c2)OC[C@@H](C)N(C(C)=O)C[C@H](C)[C@H](OC)CN(C)C3=O)c1
  A: -29	B: -10	C: 0.9	D: ·
O=S(=O)(N[C@H]1CC[C@@H](CCn2cc(-c3cccnc3)nn2)O[C@@H]1CO)c1ccccc1
  A: -13	B: 4	C: -0.3	D: -3
CCC(=O)Nc1ccc2c(c1)C(=O)N(C)[C@H]1CC[C@H](CC(=O)NCc3ccc(OC)cc3)O[C@H]1CO2
  A: 1	B: 6	C: 0.0	D: -2
CO[C@@H]1CN(C)C(=O)c2cc(NC(=O)C3CC3)ccc2OC[C@@H](C)N(Cc2cncnc2)C[C@H]1C
  A: 3	B: 13	C: 0.2	D: 0
Cc1ccc(S(=O)(=O)N(C)C[C@@H]2OCCCC[C@@H](C)Oc3ccc(NC(=O)Nc4c(C)noc4C)cc3C(=O)N([C@@H](C)CO)C[C@@H]2C)cc1
  A: -6	B: -39	C: 0.7	D: 5
Cc1ccc(S(=O)(=O)N[C@@H]2C=C[C@H](CC(=O)NCc3ccncn3)O[C@@H]2CO)cc1
  A: 25	B: 27	C: 0.1	D: 0
CCN(C[C@@H]1[C@@H](c2ccccc2)[C@@H](CO)N1CC1CC1)C(=O)c1ccccc1F
  A: ·	B: -43	C: 0.1	D: -2
C[C@H]1CN([C@@H](C)CO)C(=O)c2cc(C3=CCCCC3)cnc2O[C@H]1CN(C)Cc1ccccn1
  A: ·	B: -7	C: 2.2	D: 4
C[C@H]1CN([C@@H](C)CO)S(=O)(=O)c2ccc(-c3cccc(F)c3)cc2O[C@H]1CN(C)S(=O)(=O)c1ccccc1
  A: 119*	B: -63	C: -0.5	D: -4
C[C@H](CO)N1C[C@H](C)[C@@H](CN(C)Cc2ccc(Cl)c(Cl)c2)Oc2c(cccc2N(C)C)C1=O
  A: 78	B: -19	C: ·	D: -26
CO[C@@H]1CC[C@@H]2CCN(C)C(=O)[C@H](C)[C@H](OC)CN(C)C(=O)c3cccc(C#N)c3OC[C@@H]1O2
  A: 17	B: 18	C: 0.0	D: ·
Cc1ccc(S(=O)(=O)N(C)C[C@H]2OCCCC[C@H](C)Oc3ccc(NC(=O)NC(C)C)cc3C(=O)N([C@H](C)CO)C[C@H]2C)cc1
  A: 37	B: -70	C: -0.3	D: -11
CNC(=O)C[C@H]1CC[C@@H]2[C@H](COc3ccc(NC(=O)Nc4cccc(F)c4)cc3C(=O)N2C)O1
  A: 15	B: 0	C: 1.2	D: 7
COc1ccc(CN(C)C[C@H]2Oc3ccc(NC(=O)CCC(F)(F)F)cc3C(=O)N([C@H](C)CO)C[C@@H]2C)cc1
  A: ·	B: 11	C: -0.1	D: -4
COc1ccccc1NC(=O)N1CC(=O)N2[C@H](C1)[C@@H](c1ccc(C#CC3CC3)cc1)[C@@H]2CO
  A: ·	B: -31	C: 0.1	D: 4
O=C(C[C@H]1CC[C@H]2[C@@H](COC[C@@H](O)CN2C(=O)c2ccccc2F)O1)NCc1ccccc1
  A: -5	B: 7	C: -0.5	D: ·
O=C(CCN1CCCCC1)N[C@@H]1CC[C@@H](CCn2cc(-c3ccc(F)cc3)nn2)O[C@@H]1CO
  A: -13	B: -1	C: -1.1	D: -2
CN(C)c1ccc2c(c1)[C@@H]1C[C@@H](CC(=O)NCc3ccc(Oc4ccccc4)cc3)O[C@H](CO)[C@@H]1O2
  A: 52	B: -35	C: ·	D: -10
C[C@H]1CN([C@@H](C)CO)C(=O)c2cc(NS(=O)(=O)c3ccc(Cl)cc3)ccc2O[C@@H]1CN(C)Cc1ccc(Oc2ccccc2)cc1
  A: ?	B: 6	C: 0.5	D: 61
COc1ccccc1CNC(=O)C[C@H]1C[C@H]2c3cc(NC(=O)NC4CCCC4)ccc3O[C@H]2[C@@H](CO)O1
  A: 68	B: 13	C: -2.0	D: 0
COc1ccc(NC(=O)Nc2ccc3c(c2)[C@@H]2C[C@H](CC(=O)N4CCN(C)CC4)O[C@@H](CO)[C@@H]2O3)cc1
  A: 38	B: 4	C: 0.0	D: -5
CNC(=O)C[C@H]1CC[C@H]2[C@H](COc3ccc(NC(=O)Nc4ccccc4OC)cc3C(=O)N2C)O1
  A: 12	B: -46	C: 0.5	D: -1
COc1ccc(S(=O)(=O)N(C)C[C@@H]2Oc3ccc(NC(=O)C4CCCCC4)cc3C(=O)N([C@@H](C)CO)C[C@@H]2C)cc1
  A: 7	B: -51	C: -1.3	D: -4
CNC(=O)C[C@H]1CC[C@@H]2[C@@H](COc3ccc(NS(=O)(=O)c4ccc(F)cc4)cc3C(=O)N2C)O1
  A: 25	B: 4	C: 2.1	D: 2
CC(=O)N(C)C[C@H]1Oc2ncc(C#CC3(O)CCCC3)cc2C(=O)N([C@@H](C)CO)C[C@H]1C
  A: -10	B: -19	C: -1.1	D: -3
C[C@H]1CN([C@@H](C)CO)C(=O)c2cc(-c3ccc(C#N)cc3)cnc2O[C@@H]1CN(C)C(=O)c1cccnc1
  A: ·	B: 2	C: -3.7	D: 3
CCC(=O)N[C@@H]1CC[C@@H](CC(=O)NCc2ccccc2OC)O[C@@H]1CO
  A: -54	B: 12	C: 1.3	D: 4
C[C@H](CO)N1C[C@H](C)[C@H](CN(C)C(=O)Nc2ccc(F)cc2)OCCCC[C@H](C)Oc2ccc(NS(=O)(=O)c3cccs3)cc2C1=O
  A: 59	B: -43	C: 0.6	D: 1
NCC[C@@H]1CC[C@@H](NC(=O)C2CCCC2)[C@@H](CO)O1
  A: ·	B: 18	C: 5.8	D: 4
Cc1cccc(S(=O)(=O)N2CCCCN3[C@@H](CO)[C@H](c4ccc(C#CC(C)C)cc4)[C@@H]3C2)c1
  A: 95	B: -50	C: -0.4	D: 5
CNC[C@H]1Oc2ccc(NC(=O)CCN3CCOCC3)cc2CC(=O)N([C@H](C)CO)C[C@H]1C
  A: 26	B: 9	C: 0.0	D: 0
O=C(c1ccccc1F)N1C[C@H]2[C@@H](c3ccccc31)[C@@H](CO)N2C(=O)C1CCCC1
  A: -21	B: 19	C: -1.0	D: 0
C/C=C/c1ccc2c(c1)[C@H]1[C@H](CCN1C(=O)C1CC1)[C@@H](CO)N2
  A: ·	B: -41	C: -1.7	D: 2
COc1ccc(NC(=O)N(C)C[C@H]2Oc3ccc(NC(=O)c4ccncc4)cc3C(=O)N([C@H](C)CO)C[C@H]2C)cc1
  A: 82	B: -4	C: -0.1	D: -1
C[C@@H]1CN([C@@H](C)CO)C(=O)c2cc(NS(=O)(=O)c3cn(C)cn3)ccc2O[C@@H](C)CCCCO[C@H]1CN(C)CC1CCCCC1
  A: -40	B: 13	C: 0.3	D: 1
CC(C)NC(=O)N(C)C[C@@H]1OCCCC[C@@H](C)Oc2ccc(NC(=O)NC3CCCCC3)cc2C(=O)N([C@H](C)CO)C[C@@H]1C
  A: 31	B: -25	C: -0.2	D: 0
O=C(C[C@H]1CC[C@H]2[C@@H](COC[C@H](O)CN2C(=O)Nc2cc(Cl)cc(Cl)c2)O1)N1CCCCC1
  A: 99*	B: -13	C: 0.4	D: ·
O=C(C1CCCC1)N1CC(=O)N2[C@H](CO)[C@@H](c3ccc(C#CCc4ccccc4)cc3)[C@@H]2C1
  A: ·	B: ?	C: 0.3	D: -14
C[C@H]1CN([C@@H](C)CO)C(=O)c2cccc(NC(=O)c3ccc(-c4nccs4)cc3)c2O[C@@H]1CN(C)S(=O)(=O)c1cn(C)cn1
  A: -8	B: 9	C: -0.9	D: -4

Next part.
Codes – A = Tcruzi prolif; B = Pf Dd2 inh; C = KDM4C inh; D = C diff HTS
Cc1ccc(S(=O)(=O)Nc2ccc3c(c2)C(=O)N([C@H](C)CO)C[C@@H](C)[C@@H](CN(C)CC2CCCCC2)OCCCC[C@@H](C)O3)cc1
  A: ?	B: -65	C: -0.5	D: 9
CCCNC(=O)N(C)C[C@@H]1Oc2cc(-c3ccc(C)cc3)ccc2S(=O)(=O)N([C@H](C)CO)C[C@@H]1C
  A: 11	B: -26	C: 0.2	D: 1
CC(=O)NC[C@H]1[C@@H](c2ccc(-c3ccccc3)cc2)[C@H](CO)N1C(=O)C1CCC1
  A: 3	B: -35	C: -2.4	D: 4
OC[C@@H]1[C@H](c2ccc(-c3ccccc3F)cc2)[C@@H]2CN(Cc3cncnc3)CCCCN12
  A: 110*	B: 13	C: 0.1	D: -9
CNC[C@@H]1Oc2ccc(N(C)C)cc2C(=O)N([C@@H](C)CO)C[C@H]1C
  A: ·	B: 7	C: 0.4	D: -3
C[C@@H]1CN([C@H](C)CO)C(=O)c2cc(C#Cc3ccccn3)cnc2O[C@@H]1CN(C)Cc1cncnc1
  A: 78	B: 17	C: 3.3	D: -1
CNC[C@H]1Oc2c(NC(=O)NC(C)C)cccc2C(=O)N([C@H](C)CO)C[C@H]1C
  A: 52	B: 5	C: -0.6	D: 3
